Screens from PubChem.
TcdB inh = TcdB glycohydrolase inhibition | P18177 | TcdB glycohydrolase enzymatic assay, plate reader | inhibition, % at 9.99 µM | actives 0.24% (n = 350,000); in the data active = inhibition above about 10%
Rv3671c protease = inhibits the M. tuberculosis serine protease Rv3671c; AID 2606; actives 0.048% (n = 320,000); inhibition, % at 5.96 µM; P9WHR9; in the data active = inhibition above about 38%;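 also: extracellular domain of Rv3671c used as enzyme; 0% = enzyme with DMSO and 100% = no enzyme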
Target sequence (P9WHR9 whole entry, looked up, the tested form may be a part): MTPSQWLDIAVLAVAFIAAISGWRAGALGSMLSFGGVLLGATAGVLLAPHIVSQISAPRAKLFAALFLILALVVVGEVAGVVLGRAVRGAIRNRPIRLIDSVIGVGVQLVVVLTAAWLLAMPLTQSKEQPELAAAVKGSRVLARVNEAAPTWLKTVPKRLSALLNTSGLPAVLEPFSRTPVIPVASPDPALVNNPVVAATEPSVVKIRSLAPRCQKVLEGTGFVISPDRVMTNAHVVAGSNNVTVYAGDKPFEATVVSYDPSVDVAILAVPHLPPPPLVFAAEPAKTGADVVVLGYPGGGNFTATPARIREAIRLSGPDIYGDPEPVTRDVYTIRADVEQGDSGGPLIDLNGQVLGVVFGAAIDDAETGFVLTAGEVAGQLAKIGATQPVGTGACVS
PrPC surface inh = inhibitors of human cell surface prion protein PrPC | P04156 | actives 0.43% (n = 370,000) | inhibition, % at 13.8 µM | TR-FRET read-out; in the data active = inhibition above about 24%; also: 0% = median of the test wells and 100% = reference compound wells
CCHFV vOTU inh = CCHFV vOTU protease inhibition. Pep-AMC fluorescence. inhibition, % at 11.5 µM. actives 0.55% (n = 370,000). AID 651958; in the data active = inhibition above about 30%; also: 0% = vehicle wells with enzyme and 100% = no enzyme wells
Y pestis TopoI = inhibitors of Yersinia pestis topoisomerase I. Y. pestis Topo-I cleavage product accumulation, plate reader. activity, % at 10 µM. actives 0.064% (n = 360,000). AID 504884; in the data active = activity above about 50%, passing the limit was not always enough; also: inactives centre near 2
Vc quorum ag = inducers of Vibrio cholerae quorum light production without autoinducers; V. cholerae BH1578 lux reporter, luminescence, 6 h; activation, % at 18.7 µM; actives 0.16% (n = 350,000); AID 588436; in the data active = activation mostly above about 9.7%, no sharp cut-off; also: not every result past the cut was called active; inactives centre near 0; reference of the scale not given here
MazEF act = increases E. coli MazEF RNase cleavage of RNA | P0AE70 | FAM/BHQ RNA-DNA oligo cleavage fluorescence, 5 h | activation, % at 20 µM | actives 0.32% (n = 350,000); in the data active = activation above about 50%
Target sequence (P0AE70 whole entry, looked up): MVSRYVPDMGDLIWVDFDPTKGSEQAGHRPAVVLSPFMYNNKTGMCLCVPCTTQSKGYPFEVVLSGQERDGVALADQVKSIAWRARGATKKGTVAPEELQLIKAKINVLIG
SARS 3CLpro inh = SARS-CoV 3CLpro protease inhibition; P0C6X7; recombinant SARS-CoV 3CLpro, quenched FRET peptide cleavage; inhibition, % at 6 µM; actives 0.14% (n = 290,000); AID 1706; in the data active = inhibition above about 12%
VHR inh abs = blocks human VHR1 dual specificity phosphatase; recombinant VHR phosphatase, pNPP absorbance; inhibition, % at 13.3 µM; actives 0.52% (n = 290,000); AID 1654; in the data active = inhibition above about 50%; also: some compounds called inactive have numbers as strong as hits
Target sequence (P51452 whole entry, looked up): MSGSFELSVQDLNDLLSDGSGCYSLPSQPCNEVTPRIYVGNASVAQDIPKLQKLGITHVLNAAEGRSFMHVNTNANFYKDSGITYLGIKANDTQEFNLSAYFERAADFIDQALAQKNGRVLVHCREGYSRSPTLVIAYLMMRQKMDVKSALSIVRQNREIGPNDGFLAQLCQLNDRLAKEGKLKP
SSB-PriA inh = blocks PriA binding to SSB C-terminal tail | AID 1272365 | inhibition, % at 33 µM | actives 0.6% (n = 430,000) | AlphaScreen SSBct-PriA binding, biotinylated peptide; in the data active = inhibition mostly above about 37%, no sharp cut-off; inactive = mostly below about 20%;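 also: plate controls were negative control peptide for no effect and reference peptide for full effect; strong numbers were not always called active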
An asterisk follows results filed as active; i = inactive; x = no result given. These rows are one share of the data. The share of hits here may be higher or lower than overall.

SMILES	TcdB inh	Rv3671c protease	PrPC surface inh	CCHFV vOTU inh	Y pestis TopoI	Vc quorum ag	MazEF act	SARS 3CLpro inh	VHR inh abs	SSB-PriA inh
CCN(c1ccc(NC(=O)c2ccc(N3CCCC3=O)cc2)cc1)C(C)C	1.4	5	9	-3	17	-2.8	7	x	x	3
Cc1ccc2c(NC(=S)NC(=O)c3ccccc3)cccc2n1	-0.9	-1	6	21	6	-1.4	-4	-3	12	12
O=C(N/N=C/c1ccc([N+](=O)[O-])cc1)c1ccc(NS(=O)(=O)c2cccs2)cc1	0.8	-3	-29	19	-1	i	4	x	x	x
O=C(c1cc(-c2cccs2)nc2ccccc12)N1CCN(S(=O)(=O)c2ccccc2)CC1	x	-9	-3	-46	5	i	0	7	19	-6
CN(C(=O)c1cccc(NC(=O)Cc2ccc(NC(=O)C3CCCN(C(=O)C4CCCC4)C3)cc2)c1)C1CCC1 (stereo not given)	1.1	x	7	-10	16	i	-13	x	x	-10
O=C(NC1CCCCC1)c1cc([N+](=O)[O-])ccc1N1CCCCC1	x	5	-14	-7	-3	0.5	-1	1	0	2
CCOC(=O)c1cc(-c2ccc3c(c2)OCCO3)nc2c1c(C)nn2CCC#N	x	-11	5	-10	37	-5.0	-7	0	12	-42
Cc1c(C(=O)O)sc(S(=O)(=O)N2CCNCC2)c1C(=O)O	0.9	x	10	-15	x	x	x	2	13	x
COc1cc(S(=O)(=O)n2ccnc2)ccc1Br	0.7	-6	5	-11	-3	-0.2	8	2	8	-3
CCN(C(=O)C1CC1)C1CCS(=O)(=O)C1 (stereo not given)	2.2	2	0	-6	8	-1.8	-2	x	x	-3
COc1ccc(-n2[nH]c(C)cc2=O)cc1	x	-191	0	33*	-12	0.0	-4	-3	21	1
Cc1cccc(/C=N/NC(=O)c2ccc(Br)cc2)c1	x	9	5	15	3	-0.2	8	1	7	x
O=C(Oc1ccc(=O)n(-c2ccccc2)n1)c1ccc(F)cc1	-0.4	1	-2	-12	3	-0.9	-5	-6	-2	-5
COc1ccc(NC(=O)CSc2nc3sc4c(c3c(=O)n2-c2ccc(OC)cc2)CCN(C)C4)cc1	1.5	-17	-3	0	13	-0.1	-19	-3	30	6
COc1ccc(OC)c(S(=O)(=O)CC(O)CS(=O)(=O)c2ccccc2)c1 (stereo not given)	1.0	-1	2	10	3	i	2	5	0	-32
Cc1c(Cl)cccc1NC(=O)c1ccccc1-c1ccccc1C(=O)O	0.1	-5	-2	10	8	-1.8	9	-6	8	-3
CC1Cc2cc(C(=O)O)ccc2O1 (stereo not given)	x	6	2	-8	1	i	4	-3	15	-7
O=C(Nc1ccccc1)OCc1ccccn1	x	0	4	-11	1	1.5	7	-3	32	-9
CC(C)OC(=O)CN1C(=O)C(C)(C)Oc2ccc(C(=O)NC(C)(C)C)cc21	x	0	11	-3	-5	-0.3	7	-3	-4	-12
C#CCOC(=O)c1ccccc1C(=O)n1nnc2ccccc21	x	-2	3	-6	9	-2.9	-10	-4	17	-10
O=C(c1ccco1)N1CCC(N2CCN(c3ccccc3)CC2)CC1	1.2	1	-1	-2	-3	-0.4	-3	1	5	-11
O=C(C1CC1)N1CCc2cc(S(=O)(=O)NCCC3=CCCCC3)ccc21	x	3	2	5	30	-0.5	-11	1	-6	-9
O=c1c2ccccc2nc2c3ccccc3c3nncn3n12	x	x	0	-8	-5	5.9	6	3	33	-6
COC(=O)CC/C(O)=C1\C(=O)CC(C)(C)CC1=NCCc1nc2ccccc2[nH]1	-0.9	-3	-8	-12	-6	i	2	4	18	x
CC1CCCCN1CCNC(=O)c1cc2c(=O)n(C)c3ccccc3c2n1C (stereo not given)	1.9	-1	-2	-4	23	i	7	-6	-16	-5

One compound at a time, as listed above:
`COc1ccc(-n2[nH]c(C)cc2=O)cc1` is listed with TcdB inh = x; Rv3671c protease = -191; PrPC surface inh = 0; CCHFV vOTU inh = 33*; Y pestis TopoI = -12; Vc quorum ag = 0.0; MazEF act = -4; SARS 3CLpro inh = -3; VHR inh abs = 21; SSB-PriA inh = 1
`COc1ccc(OC)c(S(=O)(=O)CC(O)CS(=O)(=O)c2ccccc2)c1` (stereo not given) is listed with TcdB inh = 1.0; Rv3671c protease = -1; PrPC surface inh = 2; CCHFV vOTU inh = 10; Y pestis TopoI = 3; Vc quorum ag = i; MazEF act = 2; SARS 3CLpro inh = 5; VHR inh abs = 0; SSB-PriA inh = -32
`CC(C)OC(=O)CN1C(=O)C(C)(C)Oc2ccc(C(=O)NC(C)(C)C)cc21` is listed with TcdB inh = x; Rv3671c protease = 0; PrPC surface inh = 11; CCHFV vOTU inh = -3; Y pestis TopoI = -5; Vc quorum ag = -0.3; MazEF act = 7; SARS 3CLpro inh = -3; VHR inh abs = -4; SSB-PriA inh = -12

The listing continues:
SMILES	TcdB inh	Rv3671c protease	PrPC surface inh	CCHFV vOTU inh	Y pestis TopoI	Vc quorum ag	MazEF act	SARS 3CLpro inh	VHR inh abs	SSB-PriA inh
COCCOC(=O)c1c(NC(=O)CNC2CCCc3ccccc32)sc(C(N)=O)c1C (stereo not given)	1.5	1	2	-2	11	-0.3	3	0	18	-8
NC(=O)c1ccc2nc(NC(=O)c3ccc(N)cc3)sc2c1	-0.7	x	4	13	-5	i	4	-10	22	-4
CCN(C(=O)COC(=O)Cn1c(=O)oc2ccccc21)c1c(N)n(Cc2ccccc2)c(=O)[nH]c1=O	0.6	x	0	-2	-1	3.5	2	x	x	1
COc1cc(C2=NOC(C(=O)N3CCOCC3)C2)cc(OC)c1OC (stereo not given)	x	4	-5	-13	-6	-1.5	2	-4	17	-11
O=C(Nc1cccc2ncccc12)c1ccc(-c2ccc(Br)cc2)o1	x	-6	-2	9	3	-2.5	28	3	32	32
CC(C)(C)c1ccc(C(=O)NC(=S)NNC(=O)COc2ccccc2)cc1	1.8	2	3	-2	-8	-0.4	1	5	10	-23
COc1ccc2nc(C(F)(F)Cl)c(C#N)c(N)c2c1	0.3	-2	0	-3	-7	i	0	0	25	1
Cc1cccc(N2CCN(C(=O)c3cc4ccccc4oc3=O)CC2)c1C	0.1	-3	3	3	8	i	-9	-4	-2	2
CC(C(=O)O)N(C(=O)c1ccccc1)c1ccc(F)cc1 (stereo not given)	7.0	3	0	4	3	-0.2	-3	3	53*	-15
COc1ccc(CCNC(=O)Cn2c(-c3nonc3N)nc3ccccc32)cc1OC	0.0	7	-1	7	2	-0.2	5	2	25	1
c1ccc2nc(NN=C3CCCCC3)ccc2c1	0.9	x	-11	-12	4	i	1	x	x	-5
CC(C)(C)C(=O)Nc1ccc(S(=O)(=O)N2CCCC2)cc1	1.8	-8	-6	0	-6	-0.8	-3	-1	-28	-4
Cn1c2ccccc2c2c(C(=O)N3CCN(C(=O)c4ccco4)CC3)cn(C3CCCCC3)c(=O)c21	x	1	-2	-24	9	-0.4	3	0	33	4
CCCCC1OC2(C)OC(=N)C1(C#N)C(C#N)(C#N)C2c1ccccc1 (stereo not given)	0.8	-3	-6	-142	9	-0.3	17	4	25	-7
C=CCC1(CC=C)CCCN1C(=O)c1cc(COc2ccc(-n3cncn3)cc2)on1	0.2	-1	22	0	23	i	-5	4	-4	-10
CC(c1ccccc1)N1C(=O)c2ccc(C(=O)Nc3ccccc3C(=O)O)cc2C1=O (stereo not given)	1.4	-26	0	24	9	0.7	-7	8	22	-2
CCOc1ccc(-c2cc(CCCC(=O)Nc3cccc(OC)c3)no2)cc1	-0.3	1	8	4	36	-0.1	4	3	16	-1
O=C(O)CCC(=NNC(=O)c1cccc(S(=O)(=O)N2CCCCC2)c1)c1ccccc1	-0.3	7	0	-9	10	-0.3	2	x	x	3
CC(Sc1nc(-c2ccccc2)cc(C(F)(F)F)n1)C(=O)NCCN1CCOCC1 (stereo not given)	x	-1	-1	-3	7	-4.8	1	-5	-3	0
CC(=O)NC(=O)c1ccc(-c2ccc(Cl)cc2)o1	0.6	-11	8	-19	3	i	1	-2	1	-11
O=C1/C(=C/c2cccs2)SC(=S)N1CCC(=O)N1CCCCC1CCO (stereo not given)	3.6	-8	3	15	28	-0.6	-14	2	24	1
Cc1ccc(-n2nnnc2-c2cccc(C)c2)cc1	-0.8	10	1	-3	8	-0.7	1	2	-4	-7
CC(C)(C)OC(=O)N1CCC(NC(=O)c2[nH]cnc2C(=O)Nc2ccc(Cl)cc2)CC1	0.0	-2	5	-3	-5	-0.4	-2	x	x	-13
Cc1cccc(C)c1OCC(=O)NCc1ccccc1	-0.8	-4	3	-4	9	-5.6	-6	4	-15	-6
CCCN1CCN(S(=O)(=O)c2ccc3c(c2)NC(=O)C(C)S3)CC1 (stereo not given)	0.8	11	5	-8	-1	-7.1	6	-1	-26	2

6 compounds from above, arranged by length of the SMILES, lowest first:
SMILES	TcdB inh	Rv3671c protease	PrPC surface inh	CCHFV vOTU inh	Y pestis TopoI	Vc quorum ag	MazEF act	SARS 3CLpro inh	VHR inh abs	SSB-PriA inh
CC(C)(C)C(=O)Nc1ccc(S(=O)(=O)N2CCCC2)cc1	1.8	-8	-6	0	-6	-0.8	-3	-1	-28	-4
O=C1/C(=C/c2cccs2)SC(=S)N1CCC(=O)N1CCCCC1CCO (stereo not given)	3.6	-8	3	15	28	-0.6	-14	2	24	1
CC(C)(C)c1ccc(C(=O)NC(=S)NNC(=O)COc2ccccc2)cc1	1.8	2	3	-2	-8	-0.4	1	5	10	-23
COc1ccc(CCNC(=O)Cn2c(-c3nonc3N)nc3ccccc32)cc1OC	0.0	7	-1	7	2	-0.2	5	2	25	1
COCCOC(=O)c1c(NC(=O)CNC2CCCc3ccccc32)sc(C(N)=O)c1C (stereo not given)	1.5	1	2	-2	11	-0.3	3	0	18	-8
C=CCC1(CC=C)CCCN1C(=O)c1cc(COc2ccc(-n3cncn3)cc2)on1	0.2	-1	22	0	23	i	-5	4	-4	-10

Going on with the list.
SMILES	TcdB inh	Rv3671c protease	PrPC surface inh	CCHFV vOTU inh	Y pestis TopoI	Vc quorum ag	MazEF act	SARS 3CLpro inh	VHR inh abs	SSB-PriA inh
CC(OC(=O)c1ccccc1NCc1ccco1)C(=O)Nc1ncc(Cl)cc1Cl (stereo not given)	x	-2	9	-23	27	0.4	-3	-2	23	-15
CCN(C1CCCCC1)S(=O)(=O)c1ccc(OC)c(C)c1	x	4	0	11	29	0.5	1	4	0	-64
Cc1cc(-c2ccc(NC(=O)[C@@H]3CCCC[C@@H]3C(=O)O)c(C)c2)ccc1NC(=O)[C@@H]1CCCC[C@@H]1C(=O)O	-13	-7	4	2	-5	i	0	-5	-20	-10
CS(=O)(=O)c1ccc(C(=O)Nc2ccc(N3CCCCC3)cc2)c(Cl)c1	x	-1	-4	-7	3	-0.5	1	0	9	-8
Cc1cc(C)nc(NC2=NC3CCCCC3N2)n1 (stereo not given)	x	1	0	17	10	-0.6	0	4	-4	-23
CC(=O)c1ccc(OCc2nnn(CC(=O)NS(=O)(=O)Cc3ccccc3)c2-c2ccccc2)cc1	-1.3	x	3	6	13	-0.5	x	x	x	x
COc1cc(/C=C2/SC(=S)N(CC(=O)O)C2=O)ccc1OC(=O)c1ccco1	1.3	-16	-13	13	10	-0.2	15	1	14	-7
